aSyn yeast inh: qHTS of alpha-syn Inhibitors; Yeast expressing alpha-synuclein, growth rescue, BacTiter-Glo, 24 h; Potency, µM (doses to about 46.1 µM), for inactives: top-dose growth rescue (activation), most hits filed as activators; 370,000 compounds, 0.14% hits; AID 652106, 2013; also: potency is read from the fitted curve at half-maximal effect; % of control where 0% means no effect; nearly all actives have a fitted effect of over 65% in size
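Rescue of yeast growth: cells expressing toxic alpha-synuclein, induced in galactose at OD600 0.02, incubated with compound 24 h at 30 C. ATP luminescence quantified growth; inhibitors of toxicity appear as activators.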
D3 antag: qHTS of D3 Dopamine Receptor Antagonist: qHTS; D(3) dopamine receptor (Homo sapiens), P35462; D3R cells, DiscoveRx beta-arrestin luminescence, antagonist mode; active compounds read low; max response, negative = inhibition, %; 360,000 compounds, 2.5% hits; AID 652054, 2013; in the data active = max response below about -50%; inconclusive = no clear call, values can overlap the other calls; also: % is scaled to controls: 0 for no effect and ±100 for the full control effect; mostly tested at two doses, the higher about 12 µM
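Cells expressing the human receptor were seeded at 1500 cells/well, incubated overnight at 37 degrees C in 5% CO2, then exposed to library compounds with dopamine controls for 90 minutes at 37 degrees C before luminescent detection.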
TDP-43 yeast inh: qHTS of TDP-43 Inhibitors. TDP-43 expressing yeast growth rescue, BacTiter-Glo, 24 h. Potency, µM (highest dose often 46.1 µM), for inactives: at the highest dose growth rescue (activation), usual class: activators. 410,000 compounds, 1.8% hits. AID 652104, 2013; also: potency is read from the fitted curve at half-maximal effect; % of control where 0% means no effect; nearly all actives have a fitted effect of over 50% in size
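Cell-based yeast growth screen: TDP-43 expression induced in galactose, inoculum OD600=0.02 after raffinose pregrowth to mid-log. Read-out BacTiter-Glo luminescence at 24 hr, 30 deg C; inhibition of toxicity seen as signal increase.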
EPAC2 antagonist: qHTS for Antagonist of cAMP-regulated guanine nucleotide exchange factor 2 (EPAC2): primary screen | Rap guanine nucleotide exchange factor 4 (Homo sapiens), Q8WZA2 | EPAC2 GEF exchange of Rap1B-BODIPY-GDP, fluorescence | Potency, µM (top dose mostly 114 µM), for the others: top-dose activity, negative = inhibition, usual class: inhibitors | 360,000 compounds, 0.18% hits | AID 720708, 2013; also: potency is read from the fitted curve at half-maximal effect; % is scaled to controls: 0 for no effect and ±100 for the full control effect; nearly all actives have a fitted effect of over 45% in size; many of its hits are not listed in these tables
Target sequence (Q8WZA2 whole entry, looked up): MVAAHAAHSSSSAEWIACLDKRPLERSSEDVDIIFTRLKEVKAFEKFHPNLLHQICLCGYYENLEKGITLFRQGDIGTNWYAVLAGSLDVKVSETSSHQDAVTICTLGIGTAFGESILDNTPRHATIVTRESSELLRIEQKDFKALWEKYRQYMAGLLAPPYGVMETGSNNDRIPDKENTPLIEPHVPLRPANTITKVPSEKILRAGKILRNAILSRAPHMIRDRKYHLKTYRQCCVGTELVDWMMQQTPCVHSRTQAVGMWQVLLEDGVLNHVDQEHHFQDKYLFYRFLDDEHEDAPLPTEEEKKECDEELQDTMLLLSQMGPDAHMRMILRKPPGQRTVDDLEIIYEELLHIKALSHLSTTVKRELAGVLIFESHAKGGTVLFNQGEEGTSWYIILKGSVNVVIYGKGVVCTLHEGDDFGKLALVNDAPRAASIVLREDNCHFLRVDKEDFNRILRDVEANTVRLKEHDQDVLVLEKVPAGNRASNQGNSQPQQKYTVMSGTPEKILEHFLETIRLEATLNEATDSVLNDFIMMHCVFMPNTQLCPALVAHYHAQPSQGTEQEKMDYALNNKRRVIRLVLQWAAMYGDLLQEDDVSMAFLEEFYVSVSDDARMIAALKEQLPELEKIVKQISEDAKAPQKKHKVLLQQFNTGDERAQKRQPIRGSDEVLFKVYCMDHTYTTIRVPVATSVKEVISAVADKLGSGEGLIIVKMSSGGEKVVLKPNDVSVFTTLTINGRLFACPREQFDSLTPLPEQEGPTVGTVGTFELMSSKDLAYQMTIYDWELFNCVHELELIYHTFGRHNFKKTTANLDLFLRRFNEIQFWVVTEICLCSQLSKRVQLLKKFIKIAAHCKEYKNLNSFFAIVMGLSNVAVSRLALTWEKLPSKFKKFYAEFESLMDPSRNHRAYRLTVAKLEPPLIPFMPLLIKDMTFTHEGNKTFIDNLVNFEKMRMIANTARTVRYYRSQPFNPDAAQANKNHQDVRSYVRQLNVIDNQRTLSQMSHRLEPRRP
EPAC2 ag: qHTS for Agonist of cAMP-regulated guanine nucleotide exchange factor 4 (EPAC2): primary screen. Rap guanine nucleotide exchange factor 4 (Homo sapiens), Q8WZA2. EPAC2 activation, biochemical qHTS; response scale: 100% = 6.5 mM cAMP response. Potency, µM (series often up to 154 µM), for inactives: at the highest dose activation, usual class: activators. 360,000 compounds, 0.079% hits; also: potency is read from the fitted curve at half-maximal effect; nearly all actives have a fitted effect of over 50% in size
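Guanine nucleotide exchange by EPAC2 is measured as reduced fluorescence of BODIPY-GDP once it is released from 250 nM Rap1B. Plates are read kinetically for 30 min at room temperature; results are scaled to 6.5 mM cAMP.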
DRD3 agonist: qHTS of D3 Dopamine Receptor Agonist: qHTS | max activation, % | 410,000 compounds, 0.58% hits | AID 652048, 2013 | D3R DiscoveRx beta-arrestin cells, luminescence, 90 min; in the data active = max activation above about 30%; also: 0% is about no effect; mostly tested at two doses, the higher about 12 µM
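Agonist mode: compounds and dopamine controls were applied to plated cells for 90 min at 37 degrees C after an overnight attachment at 1500 cells/well. Luminescent read-out followed 30 - 60 minutes at room temperature with DiscoveRx detection reagent.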
Abeta yeast res: qHTS for compounds that reverse cellular toxicity of Amyloid beta (A-beta) peptide in yeast: Primary Screen. yeast expressing A-beta42, growth rescue, OD600, 48 h; response scale: 0% DMSO, 100% iron-clioquinol control. Potency, µM (top dose mostly 46.1 µM), inactives show top-dose growth rescue, actives largely listed as activators. 410,000 compounds, 0.063% hits. AID 1347071, 2019; also: potency is read from the fitted curve at half-maximal effect; nearly all actives have a fitted effect of over 55% in size
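Yeast A-beta toxicity model in growth medium with pinned compounds, 48 h at 30 C; growth read as absorbance at 600 nm. Normalized to FeCl3/clioquinol equimolar mix (positive) and DMSO (negative).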
FUS yeast rescue: qHTS for Suppressors of FUS Proteinopathy: Primary screen using FUS-linked yeast assay. Potency, µM (series often up to 76.6 µM), for the others: top-dose growth rescue (activation), actives largely listed as activators. 390,000 compounds, 0.24% hits. S. cerevisiae FUS-expressing, growth rescue, OD600, 24 h;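 also: potency is read from the fitted curve at half-maximal effect; plate controls were DMSO vehicle for no effect and reference control for full effect; nearly all actives have a fitted effect of over 55% in size; some results filed as inactive show a strong effect at the top dose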
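Cultures pregrown in 2.5% raffinose medium are shifted to minimal medium containing 2% galactose to express toxic FUS. Compounds are tested at several concentrations. After 24hr at 30C, growth is quantified at 600 nm absorbance.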
An asterisk follows results filed as active; ? = inconclusive; . = no result given; [ ] = dose if it differs, or a comment. Unless noted, calls follow the shape of the dose curve; as a rule, active = well fitted curve in the direction sought with a large enough effect; inconclusive = small, poorly fitted or top-dose-only effect, or another doubt; inactive = no such curve, though single readings can be large; an effect the other way counts as inactive or inconclusive. Not all compounds are listed; count on the stated rates, not on these rows.

SMILES	aSyn yeast inh	D3 antag	TDP-43 yeast inh	EPAC2 antagonist	EPAC2 ag	DRD3 agonist	Abeta yeast res	FUS yeast rescue
CNC(=S)NNC(=O)c1ccc(C(C)(C)C)cc1	-11%	-22	-17%	18%	15%	2	5%	8%
N#Cc1ccccc1OCC(=O)NC(=O)NC1CCS(=O)(=O)C1 (stereo not given)	-8%	5	1%	-2%	15%	1	-2%	.
COc1ccccc1NC(=O)CSc1nnnn1-c1ccc(C(=O)O)cc1	-22%	0	-17%	24%	2%	-5	17%	12%
CC1CCc2nc(NC(=O)C3CCCO3)sc2C1 (stereo not given)	5%	9	-1%	7%	2%	0	18%	15%
O=C1CC(c2cc3c(cc2Br)OCO3)C2=C(CCCC2=O)N1 (stereo not given)	2%	-11	-11%	-1%	2%	2	12%	.
CCn1cc(C(=O)NCc2ccccc2Cl)c(=O)c2cc(S(=O)(=O)N3CCCCCC3)ccc21	.	.	23%	.	.	2	0%	8%
O=C(NCc1ccccc1)c1cccn1-c1nnc(N2CCCCC2)s1	.	.	19%	.	.	-3	-5%	21%
O=C(O)C1C(c2ccccc2)C(C(=O)Oc2ccc(O)cc2)C1c1ccccc1 (stereo not given)	4%	-3	6%	-1%	9%	-3	19%	25%
CN(C)C(CNC(=O)c1ccco1)c1cccs1 (stereo not given)	2%	-24	2%	20%	-7%	-4	2%	6%
Cc1cccc(N2CCN(C(=O)c3cccc(S(=O)(=O)N4CCOCC4)c3)CC2)c1C	0%	14	-3%	-4%	9%	1	6%	28%
CCCOc1cccc(C(=O)Nc2cccc(-c3nc4ncccc4o3)c2C)c1	3%	.	10%	.	.	5	9%	-6%
O=C(NCc1cccs1)C1CC(=O)N(c2ccccc2)C1 (stereo not given)	-11%	4	?	13%	-2%	-5	9%	17%
CCCC1CCC(c2nc(-c3cccnc3)no2)CC1 (stereo not given)	1%	28	17%	-20%	0%	3	-2%	-11%
O=C(O)C1=C(OCc2ccc(F)c(F)c2)C(=O)NCC1	0%	15	1%[9.22 µM]	5%	-13%	-2	0%	-14%
CC(=O)Nc1ccc(SCC(=O)Nc2oc(C)c3c(C)n[nH]c(=O)c23)cc1	-1%	2	22%	3%	2%	1	7%	15%
Cn1cc(C(=O)c2ccc(Cl)cc2Cl)cc1C(=O)O	1%	-4	6%	11%	-4%	-5	-5%	10%
C=CCNC(=O)c1onc(CSc2ccc(OC)cc2)c1C(=O)O	0%	-19	13%	12%	8%	-3	4%	-17%
CCOCCCNC(=O)c1ccc2c(=O)n(CCc3ccc(OC)c(OC)c3)c(=O)[nH]c2c1	.	.	0%[9.22 µM]	.	.	3	-3%	-10%
COc1ccc(C(=O)Nc2cc3c4c(c2)C(C)C(=O)N4CCC3)cc1OC (stereo not given)	-2%	-22	-2%	10%	10%	-9	-1%	26%
CC(NC(=O)c1ccc2c(c1)N(Cc1ccc(Cl)cc1)C(=O)c1ccccc1S2=O)c1ccccc1 (stereo not given)	.	.	-6%	.	.	5	0%	25µM*
Cc1cc(C)n(-c2nc(C(F)(F)F)nc3ccccc23)n1	0%	5	-8%[9.22 µM]	?	8%	-2	-9%	-4%
CCCCNc1cc(=O)n(C)c(=O)n1C	2%	20	5%	4%	0%	4	-15%	-8%
C=CCc1c(NCCO)nc(C)[nH]c1=O	-4%	-13	-13%	31%	5%	-23	-10%	24%
CCc1nc2c(OCc3cc(Cl)cc(Cl)c3)cccn2c1N(C)C(=O)CC(C)C	7%	-66*	-1%	-8%	1%	-16	-3%	18%
CCC(=O)N1CCN(c2ccnc3cc(Cl)ccc23)CC1	2%	54	1%	-5%	5%	2	-4%	0%

Remaining list, next part
SMILES	aSyn yeast inh	D3 antag	TDP-43 yeast inh	EPAC2 antagonist	EPAC2 ag	DRD3 agonist	Abeta yeast res	FUS yeast rescue
COc1ccc(-n2nc(C(=O)NCCc3ccc(Cl)cc3)c3c4ccccc4n(C)c3c2=O)cc1	.	.	12%	.	.	6	-3%	1%
O=C(CCC1N=C2c3ccccc3N=C(SCc3ccc(F)cc3)N2C1=O)NCc1ccc(F)cc1 (stereo not given)	.	.	-6%	.	.	-7	0%	32%
Cc1ccc(NC(=O)CN(C)C(=O)c2ccccc2Sc2ccccc2C#N)cc1	-1%	3	5%	3%	10%	6	2%	10%
Cc1ccc(-c2n[nH]c(=S)n2C)cc1Cl	-7%	-21	-18%[9.22 µM]	-1%	16%	-5	6%	28%
Cc1cc(C)c(NC(=O)c2ccc3nc(C(C)C)oc3c2)c(C)c1	.	.	?	.	.	7	-5%	8%
COCCNC(=O)CN(C(=O)CCC(=O)Nc1ccccn1)c1ccc(OC)cc1	1%	16	-4%	-6%	-5%	-6	6%	-8%
CCOC(=O)c1cnn(-c2nc(-c3ccccc3F)cs2)c1C(F)(F)F	4%	36	16%	-2%	-11%	-18	-2%	21%
CCn1cc(C(=O)N(C)Cc2ccccc2)c(=O)c2cc(S(=O)(=O)N3CCCCCC3)ccc21	.	.	?	.	.	3	11%	25%
CCOC(=O)C1CCN(C(=O)COc2ccc(Cl)cc2C)CC1	18%	20	?	5%	1%	12	-9%	2%
Cc1nnc2sc(-c3ccccn3)nn12	0%	12	14%	-4%	7%	-2	-6%	-7%
COc1ccc(S(=O)(=O)N(C)C[C@H]2Oc3ccc(NS(=O)(=O)c4cn(C)cn4)cc3C(=O)N([C@H](C)CO)C[C@@H]2C)cc1	0%	20	2%	-15%	-7%	-2	10%	13%
O=S(=O)(NNC(=S)Nc1ccc(S(=O)(=O)Nc2ncccn2)cc1)c1ccc(Br)cc1	?	-7	4µM*	2%	12%	6	-37%[inhibitor]	31%
CCCSc1nnc(NC(=O)CSc2nc3[nH]c(=O)cc(O)c3s2)s1	-2%	1	6%	12%	0%	3	-6%	5%
CN(Cc1ccccc1)C(=O)[C@@H]1CCCN1C(=O)[C@@H]1CCCN1C(=O)c1cccc(Cl)c1	3%	?	11%	-7%	2%	2	-3%	-5%
Oc1ccccc1C1=Nc2ccccc2N=C(c2ccco2)C1	0%	8	-14%	6%	4%	-18	-1%	19%
CC(=O)N1CCCc2cc(S(=O)(=O)CCC(=O)N3CCN(c4cccc(C)c4)C(C)C3)ccc21 (stereo not given)	2%	10	0%	7%	12%	0	0%	12%
CC(C)n1nc(C(=O)NCCCN2CCCC2=O)c2ccccc2c1=O	-3%	-15	5%	-3%	0%	-6	3%	5%
CCc1cccc(NC(=O)COC(=O)c2c(C)nn(-c3ccccc3)c2C)c1	9%	12	-4%	4%	3%	0	1%	11%
COc1ccc(CNC(=O)COC(=O)CCc2c[nH]c3ccccc23)cc1	-5%	-4	1%	4%	14%	0	-9%	-35%[inhibitor]
CCCn1c(/N=C/c2ccc3c(c2)OCO3)nc2ccccc21	-2%	11	-15%	-1%	?	5	-12%	-4%
CCc1ccc(NS(=O)(=O)c2ccc(NC(=O)N3CCCC3)cc2)cc1	.	.	17%	.	.	8	-1%	14%
CN(C)c1ccc(CN(C(=O)COc2ccc(Br)cc2)C2CCS(=O)(=O)C2)cc1 (stereo not given)	8%	-14	6%	1%	5%	3	-8%	34%
COc1ccc2nc(NC(=O)c3cc(=O)c4cc(C)c(C)cc4o3)sc2c1	.	.	15%	.	.	8	5%	-3%
CCOC(=O)C1(C)CCCN(C(=O)c2cc(F)ccc2C)C1 (stereo not given)	-1%	3	3%	18%	-2%	7	4%	-15%
Cc1ccc(NC(=O)CN(C)C(=O)COc2ccccc2-c2ccccc2)cc1	11%	-9	?	-21%	5%	-28	19%	24%

(cont.)
SMILES	aSyn yeast inh	D3 antag	TDP-43 yeast inh	EPAC2 antagonist	EPAC2 ag	DRD3 agonist	Abeta yeast res	FUS yeast rescue
CCN1C(=O)[C@H]2[C@@H](c3ccc(OC)cc3)N[C@]3(CCCN(Cc4ccc(OC)cc4)C3=O)[C@H]2C1=O	-1%	26	14%	-12%	0%	11	-10%	-9%
N#CC(C#N)=C1C(=O)N(CCN2CCCCC2)c2ccccc21	13%	0	-22%	0%	1%	-14	-21%	22µM*
O=C(Nc1ccc(Cl)c(Cl)c1)c1ccc(Cl)c(Cl)c1	-5%	91	14%	5%	11%	5	7%	-26%
Cc1ccc(C)c(NC(=O)CSc2nc3c([nH]c4ccccc43)c(=O)n2-c2ccc(F)cc2)c1	-6%	.	-15%	.	.	-6	-12%	-11%
CN(Cc1nc(-c2ccc(C(F)(F)F)cc2)no1)C1CCOCC1	-2%	2	4%	-2%	-6%	4	2%	16%
CN(CC(=O)Nc1ccc(Cl)c(C(F)(F)F)c1)C(=O)CCN1C(=O)C2CCCCC2C1=O (stereo not given)	2%	4	17%	-4%	-6%	-4	0%	11%
COc1cccc(-n2c(-c3ccc(C)cc3)cc3c2CC(C)(C)CC3=O)c1	.	.	0%	.	.	2	13%	-4%
CCOc1ccc(-n2c(SCC(=O)Nc3cc(C)on3)nnc2-c2c[nH]c3ccccc23)cc1	4%	30	-5%	-1%	2%	23	8%	23%
CCCCCCC(=O)Nc1ccc(S(=O)(=O)Nc2onc(C)c2C)cc1	4%	-9	9%	-6%	0%	-6	8%	5%
O=C(c1cc2ccccc2oc1=O)N1CCSC1c1ccco1 (stereo not given)	0%	?	-1%	5%	6%	0	5%	-6%

As a working copy, 4 of the compounds above.
SMILES	aSyn yeast inh	D3 antag	TDP-43 yeast inh	EPAC2 antagonist	EPAC2 ag	DRD3 agonist	Abeta yeast res	FUS yeast rescue
COc1cccc(-n2c(-c3ccc(C)cc3)cc3c2CC(C)(C)CC3=O)c1	.	.	0%	.	.	2	13%	-4%
CCOc1ccc(-n2c(SCC(=O)Nc3cc(C)on3)nnc2-c2c[nH]c3ccccc23)cc1	4%	30	-5%	-1%	2%	23	8%	23%
CCCCCCC(=O)Nc1ccc(S(=O)(=O)Nc2onc(C)c2C)cc1	4%	-9	9%	-6%	0%	-6	8%	5%
O=C(c1cc2ccccc2oc1=O)N1CCSC1c1ccco1 (stereo not given)	0%	?	-1%	5%	6%	0	5%	-6%

Screening data deposited in PubChem BioAssay by National Center for Advancing Translational Sciences (NCATS).
